High-throughput results (PubChem)
EP2 mod: EP2 receptor (human) modulation | 260,000 compounds, 0.83% hits | induction, % at 25 µM | AID 940 | EP2-expressing cells, cAMP HTRF FRET, PGE2 co-stimulation | P43116;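 active = compounds whose cAMP rise, as percent of the full-agonist control response, exceeds 60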;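 note: rat C6 glioma line stably carrying human EP2 under a CMV promoter; the protocol text gives 20 µM as final concentration; 100% = response of wells given 1 µM PGE2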
Target sequence (P43116 whole entry, looked up): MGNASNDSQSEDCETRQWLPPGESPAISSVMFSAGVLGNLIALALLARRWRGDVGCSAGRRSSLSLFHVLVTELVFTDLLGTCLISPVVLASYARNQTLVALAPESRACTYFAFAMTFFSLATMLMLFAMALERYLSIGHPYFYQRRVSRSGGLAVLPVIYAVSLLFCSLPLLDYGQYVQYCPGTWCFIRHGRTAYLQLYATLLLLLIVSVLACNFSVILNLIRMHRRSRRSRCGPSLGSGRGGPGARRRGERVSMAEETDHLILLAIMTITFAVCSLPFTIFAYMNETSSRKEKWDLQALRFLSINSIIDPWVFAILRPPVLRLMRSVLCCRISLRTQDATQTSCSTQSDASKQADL
eIF4E 4G PPI: inhibitors of eIF4E and eIF4G interaction in translation initiation | P63073+Q04637 | TR-FRET eIF4E-eIF4GI(517-606) binding, 2 h | inhibition, % at 21.7 µM | 220,000 compounds, 0.37% hits | AID 782;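 active = inhibition above about 30%, limit read from the data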;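 note: 0% = full FRET control wells and 100% = background wells lacking eIF4GI fragment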
Calpain2 inh: blocks pig calpain II enzyme activity; inhibition, % at 16 µM; purified calpain II, fluorogenic peptide substrate, 30 min; 220,000 compounds, 0.37% hits;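 active = inhibition above about 50%, limit read from the data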
PGE2 EP2 inh: inhibitors of human EP2 prostaglandin E2 receptor. P43116. C6 glioma cells expressing human EP2, cAMP TR-FRET; cells stimulated with saturating PGE2. inhibition, % at 25 µM. 260,000 compounds, 0.52% hits;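 active = percent inhibition above 40 after rounding to a whole number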;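 note: rat C6 glioma host cells with rolipram phosphodiesterase inhibitor present; the protocol text gives 20 µM as final concentration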
TbHK1 inh: blocks Trypanosoma brucei hexokinase 1 activity; 220,000 compounds, 0.11% hits; inhibition, % at 10 µM; recombinant TbHK1, G6PDH-coupled NADH A340;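 active = inhibition of 50% or more in the single-dose primary screen; inactive = inhibition below 50%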
Hck-Nef inh: blocks Nef-activated human Hck kinase; 220,000 compounds, 0.68% hits; inhibition, % at 20 µM; Recombinant Hck-YEEI plus Nef, Z-Lyte FRET kinase assay; AID 463187;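 active = Hck-Nef kinase inhibition above about 50%, limit read from the data; inactive = inhibition below that limit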;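 note: 0% = DMSO with Hck plus Nef and 100% = Hck alone without Nef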
Rad51 HR inh: Rad51 (human) homologous recombination inhibition; hRad51 DNA strand exchange, fluorescence dequenching; inhibition, % at 10 µM; 200,000 compounds, 0.085% hits; AID 1385;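 active = inhibition above 40% at the single screening dose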;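 note: 0% = DMSO control wells and 100% = blanks with heterologous ssDNA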
Target sequence (Q06609 whole entry, looked up): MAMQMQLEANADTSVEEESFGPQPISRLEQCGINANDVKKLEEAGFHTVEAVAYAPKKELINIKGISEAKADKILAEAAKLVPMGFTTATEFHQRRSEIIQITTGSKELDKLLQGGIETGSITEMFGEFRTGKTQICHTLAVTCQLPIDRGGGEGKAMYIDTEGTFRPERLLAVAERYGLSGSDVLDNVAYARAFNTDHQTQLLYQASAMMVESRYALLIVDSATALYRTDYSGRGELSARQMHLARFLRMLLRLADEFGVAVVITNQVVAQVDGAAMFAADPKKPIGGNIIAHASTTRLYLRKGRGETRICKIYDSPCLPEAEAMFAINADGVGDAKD
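System: human Rad51 nucleoprotein filaments preassembled on unlabelled ssDNA. Reagent: labelled 47-mer dsDNA for strand exchange. Schedule: 30-min compound preincubation and 15-min exchange, both room temperature. Measured by: FRET fluorescence dequenching, excitation 485 nm, emission 520 nm. Read-out: Fluorescence-based percent inhibition, control- and blank-normalised. Benchmarks: plate controls and plate blanks.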
14-3-3 Bad PPI: disrupts binding of bovine 14-3-3 zeta to phospho-Bad peptide | TR-FRET 14-3-3zeta/Dy647-pBad peptide displacement, 1 h | inhibition, % at 21.7 µM | 220,000 compounds, 0.71% hits;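 active = inhibition above about 70%, limit read from the data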;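 note: 0% = full 14-3-3 plus peptide FRET controls and 100% = background without 14-3-3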
Target sequence (P63103 whole entry, looked up): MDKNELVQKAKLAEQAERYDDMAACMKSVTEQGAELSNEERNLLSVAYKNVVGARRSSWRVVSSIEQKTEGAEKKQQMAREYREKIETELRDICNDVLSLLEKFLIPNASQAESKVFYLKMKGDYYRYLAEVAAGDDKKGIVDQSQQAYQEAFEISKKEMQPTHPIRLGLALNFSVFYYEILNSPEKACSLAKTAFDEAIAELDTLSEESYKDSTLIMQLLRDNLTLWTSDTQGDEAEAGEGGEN
zVAD death inh: L929 zVAD cell death inhibition; L929 zVAD necroptosis rescue, ATP luminescence, 24 h; with zVAD 60 µM; viability rescue, % at 10 µM; 220,000 compounds, 0.38% hits;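 active = activation, scaled between plate controls, above about 75%, limit read from the data; inactive = activation under that limit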;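 note: 0% = zVAD with DMSO and 100% = DMSO alone without zVAD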
* marks the source's active call; other numbers are inactive results; . = no result given; & = joins results of further samples; [ ] = another dose, or the depositor's remark. Only part of the results is shown, so the mix of outcomes need not match the whole.

SMILES	EP2 mod	eIF4E 4G PPI	Calpain2 inh	PGE2 EP2 inh	TbHK1 inh	Hck-Nef inh	Rad51 HR inh	14-3-3 Bad PPI	zVAD death inh
Cc1cc(C)n(-c2nc3ccccc3c(=O)n2OCC(=O)OCc2ccccc2)n1	0	-8[fluorescence artefact?]	33	.	-4	1	.	-15[fluorescence artefact?]	0.6
Cc1nn(C)cc1C(N)=O	13	-4	-10	15	10	-2	-8	12	-0.3
COc1cc2c(cc1NC(=O)C(C)OC(=O)c1ccc(S(=O)(=O)Nc3ccccc3Cl)cc1)oc1ccccc12 (stereo not given)	1	-4	-93	-1	1	13	.	6	22
Cc1cccc(Sc2nc(-c3ccccc3)ccc2C#N)c1	49	0	8	1	-10	0	-7	6	-0.3
O=C1OC(/C=C/c2ccccc2)=NC/1=C\c1cccnc1	-55	2	5	12	-4	82*	2	0	0.9
Cc1ccc(CSCc2ccc(C(=O)NC3CCCC3)o2)cc1	-25	1	33	7	-1	5	-25	-3	2.2
O=C(Nc1ccc2c(c1)OCO2)c1cccc2c1C(=O)N(C1CCCCC1)C2	71*	-3	-101	3	2	25	0	-11	3.8
O=C(Cn1nc(-c2ccccc2)c2ccccc2c1=O)Nc1ccc2c(c1)nc1n2CCOC1	3	1	-50	0	-14	0	5	12	1.0
CCN(CC)S(=O)(=O)c1ccc(/C=C/C(=O)OCC(=O)c2c(N)n(C)c(=O)n(C)c2=O)cc1	-14	1	0	2	-1	22	0	-4	-1.0
Clc1ccc(OCc2noc(-c3ccsc3)n2)c(Cl)c1	1	2	-5	16	1	1	6	-4	0.5
Cc1ccc(S(=O)(=O)N2CCOCC2)cc1NC(=O)COc1ccc(-c2nnco2)cc1	27	2	-1	6	0	31	8	-3	3.7
C=CCNC(=O)c1cc2sccc2n1C	-7	2	2	3	-1	21	18	6	1.3
Cc1ccc(N=Cc2ccc(N(C)C)cc2)cc1C	-17	-3	0	13	-21	25	3	-4	-0.4
CC1CCN(CCCNC(=O)c2cn(C)c3ccc(S(=O)(=O)N4CCCC4)cc3c2=O)CC1	6	7	1	4	-22	-1	-3	10	-1.0
CN(Cc1nc2ccccc2[nH]1)Cc1nc(CC2CC2)no1	-20	1	-3	1	-8	15	.	-5	1.6
O=C(NC1CC1)C1=C[C@H](c2ccccc2)C[C@H](OCc2ccc(CO)cc2)O1	-25	0	-14	12	-6	16	-3	1	0.0
CCCNS(=O)(=O)c1cccc(C(=O)NC2CCCc3ccccc32)c1 (stereo not given)	9	2[fluorescence artefact?]	-5	5	5	4	2	5	-0.3
Cc1cccc(CC(C)NC(=O)CCc2nnc(CCCCc3ccccc3)o2)n1 (stereo not given)	-24	0	-14	2	-1	24	2	-11	0.3
COc1ccc(CC(=O)NNc2ncnc3c2cnn3Cc2ccccc2)cc1OC	6	1	5	8	-6	14	-17	4	1.3
CCOC(=O)N1CCN(Cc2cccs2)CC1	23	3[fluorescence artefact?]	-6	3	7	0	-1	22[fluorescence artefact?]	-0.2

As entered above:
Entry for O=C1OC(/C=C/c2ccccc2)=NC/1=C\c1cccnc1 in Calpain2 inh: 5
Entry for CN(Cc1nc2ccccc2[nH]1)Cc1nc(CC2CC2)no1 in eIF4E 4G PPI: 1
Entry for O=C(Cn1nc(-c2ccccc2)c2ccccc2c1=O)Nc1ccc2c(c1)nc1n2CCOC1 in Rad51 HR inh: 5
Entry for Cc1cccc(Sc2nc(-c3ccccc3)ccc2C#N)c1 in TbHK1 inh: -10
Entry for CCOC(=O)N1CCN(Cc2cccs2)CC1 in PGE2 EP2 inh: 3
Entry for Cc1cccc(CC(C)NC(=O)CCc2nnc(CCCCc3ccccc3)o2)n1 (stereo not given) in PGE2 EP2 inh: 2

Continued:
SMILES	EP2 mod	eIF4E 4G PPI	Calpain2 inh	PGE2 EP2 inh	TbHK1 inh	Hck-Nef inh	Rad51 HR inh	14-3-3 Bad PPI	zVAD death inh
O=C(c1ccc([N+](=O)[O-])cc1)N1CCSC1c1ccc(Cl)cc1 (stereo not given)	-29	2	1	7	-1	2	0	-18	1.0
CCc1nn(-c2ccccc2)c(=S)c2ccccc12	52	0	19	0	-12	25	-8	-5	-0.8
CN(C)CCCN(C(=O)CCc1ccccc1)c1nc2ccc(F)cc2s1	-2	6	-12	8	14	1	-3	1	3.4
COc1ccc(-c2nnc(SC(C)C(=O)Nc3c(C)n(C)n(-c4ccccc4)c3=O)o2)cc1 (stereo not given)	-6	-4	21	18	1	0	-2	-19	0.6
CCOC(=O)c1cccc(NC(=O)C2CCN(S(=O)(=O)c3cccs3)CC2)c1	-13	5	40	.	-14	2	.	0	-0.1
CCOc1cccc(C(=O)Nc2ccc(N(CC)CC)cc2)c1	4	0	5	10	1	0	0	6	31
COc1ccc(O)c(-c2cc(-c3cccc(Br)c3)n[nH]2)c1	-59	-9	-20	.	8	2	.	-2	0.8
CCC(Sc1nc2cc(OC)c(OC)cc2c(=O)n1Cc1ccc(OC)cc1)C(=O)NCCOC (stereo not given)	1	0	-47	7	-21	10	.	9	-0.5
NS(=O)(=O)c1ccc(N/N=C2/CCCc3ccccc32)c([N+](=O)[O-])c1	23	-2	-20	3	-20	25	.	29	0.0
CCN(c1c(C)n(C)n(-c2ccccc2)c1=O)S(C)(=O)=O	22	-13	-9	8	2	2	-3	-1	0.1
CCOC(=O)NC(=O)CSc1nc(C)cc(C)c1C#N	13	1	-45	2	1	4	7	10	2.2
CCOc1cccc(C(=O)Nc2ccccc2OC(F)F)c1	2	-5[fluorescence artefact?]	9	11	2	8	.	0[fluorescence artefact?]	-0.1
CCOc1cc(/C=N/O)ccc1OCC(=O)Nc1cccc(C)c1	-28	2	26	5	17	5	.	11	0.0
CC(NC(=O)CC12CC3CC(CC(C3)C1)C2)C(=O)O (stereo not given)	-10	-2	6	11	6	-8	2	0	-0.2
C=CCOCC(O)CS(=O)(=O)Cc1ccc(Cl)cc1 (stereo not given)	10	1[fluorescence artefact?]	13	10	-8	-3	1	-15[fluorescence artefact?]	0.1
CCC(=O)c1ccccc1OCCN1C(=O)NC(C)(C)C1=O	22	0[fluorescence artefact?]	-11	6	-6	5	1	6	0.1
O=C(CN1C(=O)CC(c2ccco2)Sc2ccccc21)NC1CCCCC1 (stereo not given)	-11	-1	31	3	-3	7	.	-4	0.6
CCOC(=O)/C(C#N)=N/Nc1ccc(S(=O)(=O)N2CCc3ccccc32)cc1	-5	-1	-59	8	-16	2	4	-21	6.1
CS(=O)(=O)N(CC(=O)N/N=C/c1ccc(OCC(=O)N2CCOCC2)cc1)c1ccccc1Cl	2	-4[fluorescence artefact?]	17	6	30	129*	1	-17[fluorescence artefact?]	1.5
Cc1ccc(-c2csc(-c3c[nH]c4ccccc34)n2)c(C)c1	36	4	16	6	0	-1	0	-13	0.4

Just Hck-Nef inh and zVAD death inh (two entries from above):
smiles,Hck-Nef inh,zVAD death inh
NS(=O)(=O)c1ccc(N/N=C2/CCCc3ccccc32)c([N+](=O)[O-])c1,25,0.0
CCN(c1c(C)n(C)n(-c2ccccc2)c1=O)S(C)(=O)=O,2,0.1

Carrying on:
SMILES	EP2 mod	eIF4E 4G PPI	Calpain2 inh	PGE2 EP2 inh	TbHK1 inh	Hck-Nef inh	Rad51 HR inh	14-3-3 Bad PPI	zVAD death inh
CCCCc1c(O)nc2sc3cc(OC)ccc3n2c1=O	10	-6[fluorescence artefact?]	-20	9	-2	-15	1	-3[fluorescence artefact?]	-0.9
O=C(Cc1cccs1)Nc1nnc(SCc2cccc3ccccc23)s1	23	10[fluorescence artefact?]	-46	4	17	35	-3	-6	0.6
Cc1cccc(NC(=O)c2cc([N+](=O)[O-])ccc2N2CCN(C)CC2)c1	11	-4	5	6	-13	-8	-8	-3	0.6
C/C(=N\NC(=O)CCc1ccc(S(=O)(=O)N2CCOCC2)cc1)c1ccc(Br)cc1	5	3	2	-1	0	-6	4	0	-0.1
CCN(Cc1ccccc1)C(=O)C1CCC(CNc2c(N3CCOCC3)c(=O)c2=O)CC1 (stereo not given)	-17	0[fluorescence artefact?]	-13	12	-2	-1	9	-2	0.9
COC(=O)c1cn(NC(=O)Cc2ccc(Cl)c(Cl)c2)c(=O)c2ccccc12	-10	-2	-30	5	-5	0	-48	0	0.3
O=C(NNC1=NC2(CCCC2)Cc2ccccc21)c1ccncc1	-38	-7	19	5	-23	6	-1	12	2.7
CC1(C)C(=O)OC(C(=O)c2ccc(Cl)cc2)C(C)(C)C1=O (stereo not given)	12	3	-4	7	5	4	0	3	-0.1
CSc1nc2c(c(=O)n1C)SC(C)C2 (stereo not given)	14	-1	1	6	-29	18	5	-7	0.2
Nc1ccccc1C(=O)NCc1ccc(F)cc1	15	6	-231	6	-2	3	.	-3	-0.2
O=C(OCc1nnc(-c2ccccc2)o1)c1cccnc1Cl	-12	1	-18	10	-10	23	3	-6	8.2
CCOC(=O)C(=O)/C(=C\N(C)C)c1onc(-c2ccccc2)c1C(=O)OC	-2	.	-5	12	-22	3	-3	.	0.0
COc1ccc(S(=O)(=O)/N=C2/NC(=O)/C(=C\c3ccco3)S2)cc1	-13	-3	-11	10	13	3	.	-20	1.2
C=CCN(CC(O)c1cccc([N+](=O)[O-])c1)C(C)CCc1ccccc1 (stereo not given)	-14	4	21	9	2	6	.	-2	-0.1
NNC(=O)c1csc(-c2cccc(C(F)(F)F)c2)n1	-78	-3	18	9	5	20	.	-12	0.7
CC(C(=O)Nc1nccs1)N1C(=O)C2CC=CCC2C1=O (stereo not given)	19	-4[fluorescence artefact?]	-21	9	-5	1	-2	-12	0.9
O=C(/C=C/c1cccs1)NC1CC1	-7	-1	-7	6	-12	15	5	-4	2.0
C=CCON/C(CCC)=C1\C(=O)CC(C)(C)CC1=NC	-16	2	6	9	-11	12	2	-5	-0.3
CC(C)(C)NC(=O)COc1ccc(CNn2nnnc2N)cc1	17	-8[fluorescence artefact?]	-39	3	-5	3	-1	-2[fluorescence artefact?]	3.7
Cc1cc(C)n(-c2n[nH]c(C)c2[N+](=O)[O-])n1	-9	3	5	8	-3	10	.	1	-0.4
O=C(NCc1ccc(F)cc1)c1ccc(N2CCc3ccccc32)c([N+](=O)[O-])c1	-104	2	3	5	31	0	-1	-7[fluorescence artefact?]	1.0
COC(=O)c1ccccc1OCCCOc1ccc(C)cc1OC	-25	5	-6	17	3	0	9	5	-0.1
CC(=O)c1ccc(N2CCN(C(=S)Nc3ccc(Cl)c(Cl)c3)CC2)cc1	-65	-1	-42	8	-17	24	5	-21	0.4
CCOC(=O)N1CCN(CC(=O)Nc2ccc(C)cc2)CC1	13	-1	2	10	-1	1	9	11	-0.2
CC(C)CC(=O)NS(=O)(=O)c1ccc(NS(C)(=O)=O)cc1	31	0	-6	6	-3	22	0	-3	1.7
CC(=O)N1c2ccccc2C2(C)C(C1(C)C)C2(Cl)Cl (stereo not given)	36&50	2	6	8&0	-1	22	1	-11	-0.1
CCN(CC)S(=O)(=O)c1ccc(N2CCOCC2)c(NC(=O)CNCCc2ccccc2)c1	-16	1	27	1	-5	5	15	33	-0.9
O=C(COC(=O)C1=COCCO1)NC1CCCCCCC1	20	0	-11	7	3	19	-2	-5	1.4
CCN(C(=O)[C@@H]1CCCN1C(=O)c1cccs1)c1nc2cc(Cl)ccc2s1	-14	3	27	6	-6	-1	-10	1	4.6
COc1ccc(NC(=S)NC2CC3CCC(C2)N3Cc2ccco2)cc1 (stereo not given)	-6	2	18	2	7	16	-3	-7	0.8
COc1ccccc1N(C(=O)c1ccco1)C(C(=O)NC1CCCC1)c1cccnc1 (stereo not given)	-20	-1[fluorescence artefact?]	-26	9	2	2	-4	-8	-0.2
Cc1ccc(-c2nc3sc(C#N)c(N)n3c(=O)c2C#N)cc1	28	17	-13	4	-6	21	-74	-1	0.7
